Compound activity: PubChem, The Scripps Research Institute Molecular Screening Center
PAFAH1B2 FP inh: inhibitors of human PAFAH1B2; recombinant PAFAH1B2, FP-rhodamine activity probe, fluorescence polarization; inhibition, % at 3.39 µM; actives 1.2% (n = 340,000); AID 492953;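 active = inhibition above the mean of all tested compounds plus 3 SD, cut at about 24% in these data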;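 also: 0% = enzyme with DMSO and 100% = wells lacking PAFAH1B2; many of its hits are not listed in these tables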
Target sequence (P68402 whole entry, looked up): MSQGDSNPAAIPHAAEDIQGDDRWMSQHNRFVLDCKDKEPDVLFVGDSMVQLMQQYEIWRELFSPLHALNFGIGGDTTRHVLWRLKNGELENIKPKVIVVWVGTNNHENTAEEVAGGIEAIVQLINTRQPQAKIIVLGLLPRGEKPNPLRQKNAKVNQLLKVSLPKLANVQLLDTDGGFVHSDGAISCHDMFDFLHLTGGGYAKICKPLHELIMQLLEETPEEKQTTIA
PAFAH2 inh: PAFAH2 (human) inhibition; Q99487; recombinant PAFAH2, FP-rhodamine activity probe, fluorescence polarization; inhibition, % at 3.39 µM; actives 0.99% (n = 340,000);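 active = inhibition above the mean over all tested compounds plus 3 SD, cut at about 30% in these data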;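 also: inhibitors block probe labeling of enzyme so polarization drops; 0% = enzyme with DMSO and 100% = wells lacking PAFAH2 protein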
PAFAH1B3 inh: PAFAH1B3 (human) inhibition; Q15102; recombinant PAFAH1B3, FP-rhodamine probe, fluorescence polarization; inhibition, % at 3.39 µM; actives 0.28% (n = 340,000);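 active = inhibition above the screen-wide average of all tested compounds plus 3 SD, cut at about 25% in these data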;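 also: 0% = enzyme with DMSO only and 100% = wells lacking PAFAH1B3 protein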
Target sequence (Q15102 whole entry, looked up): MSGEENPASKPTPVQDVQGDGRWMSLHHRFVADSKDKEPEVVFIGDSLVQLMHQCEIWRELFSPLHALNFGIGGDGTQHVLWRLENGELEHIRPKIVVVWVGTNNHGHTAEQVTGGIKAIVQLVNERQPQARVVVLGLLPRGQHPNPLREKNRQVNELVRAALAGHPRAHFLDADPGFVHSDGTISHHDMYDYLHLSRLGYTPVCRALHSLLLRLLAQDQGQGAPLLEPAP
An asterisk follows results filed as active. This is a subset. The share of hits here may be higher or lower than overall.

PAFAH1B2 FP inh,PAFAH2 inh,PAFAH1B3 inh,compound
1,0,7,CCN(CC(=O)Nc1c(F)cccc1F)C(=O)Cc1cccs1
4,12,11,Nc1ccc2c(c1)C(=O)c1ccc(Br)cc1-2
4,6,4,Cn1c(N)nc2nc[nH]c2c1=S
42*,81*,76*,CCCCN(Cc1nc2ccccc2c(=O)[nH]1)C(=O)c1nn(C)c(=O)c2ccccc12
0,0,-1,CC(C)CCn1cnc2c(c1=O)c1nc3ccccc3nc1n2Cc1ccc2c(c1)OCO2
2,3,7,CC(C)CNc1c(N)n(CC(C)C)c(=O)[nH]c1=O
-2,-5,5,COc1cc(C(=O)Nc2ccc3c(c2)ncn3C(C)(C)C)cc(OC)c1OC
5,-6,6,Cc1cc(C(=O)N2CCCC2)n[nH]1
1,3,6,CCOC(=O)c1sc(NC(=O)CSc2ncccn2)c(C#N)c1C
3,1,6,O=S(=O)(Nc1cc(S(=O)(=O)N2CCCC2)ccc1O)c1ccc(Cl)s1
-2,3,5,NS(=O)(=O)c1ccc(NC(=O)CSc2nc3c(cnn3-c3ccccn3)c(=O)[nH]2)cc1
-1,-5,3,C/C(=N\NC(=O)c1ccc(Cl)cc1)c1cccs1
5,15,4,O=C(O)c1ccc2c(c1)C(=O)N(CCc1c[nH]c3ccccc13)C2=O
3,-1,0,CCCc1ccc2oc(C(=O)NCCN3CCCC(O)C3)c(C)c2c1 (configuration not stated)
0,-2,0,CN(CCOc1ccc(Cl)cc1)C(=O)c1cccc(S(=O)(=O)N2CCN(c3ccc(F)cc3)CC2)c1
3,2,9,NC(=O)NC1(C(=O)O)CCCC1
3,1,1,NC(=O)c1ncn([C@@H]2O[C@H](CNCc3cccn3-c3ccncc3)[C@@H](O)[C@H]2O)n1
6,-4,-2,Cc1cc(C)n(-c2nc(SCCN3CCOCC3)c3c4c(sc3n2)CCCC4)n1
2,-11,2,Cc1cc(C(=O)c2ccccc2)cc(C)c1O
7,3,10,CCCc1cc(=O)oc2cc(OC3CCCCC3=O)ccc12 (configuration not stated)
-2,4,7,C=C(CCO)C1=CCN(S(=O)C(C)(C)C)[C@H]1CCO (some centres not stated)
-2,1,12,COC(C(=O)NNS(=O)(=O)c1ccccc1[N+](=O)[O-])c1ccccc1 (configuration not stated)
2,-2,13,COc1ccc(NC2CCCN(C(=O)c3ccc(C(C)=O)cc3)C2)cc1 (configuration not stated)
2,-6,-9,O=C(CN1CCCC1c1ccc2c(c1)OCCO2)NC(=O)Nc1ccccc1F (configuration not stated)
2,-2,6,N#CC1(Nc2ccc([N+](=O)[O-])cc2)CCCC1
1,4,0,COc1ccccc1NC(=O)NC1CCCCCCC1
15,3,-3,COc1cc(C(=O)NC2CC(C)(C)CC(C)(C)C2)ccc1OC1CCN(C(C)=O)CC1
3,2,10,Cc1cc(Cl)ccc1OCC(=O)NC(=S)Nc1ccc(Cl)cn1
-3,-10,6,O=C(Nc1cccc2ccccc12)NC1CCCCC1
1,-6,18,NC(=O)C1CCN(C(=O)CSc2nc3ccccc3o2)CC1

In another format: entries from further up
NS(=O)(=O)c1ccc(NC(=O)CSc2nc3c(cnn3-c3ccccn3)c(=O)[nH]2)cc1
- PAFAH1B2 FP inh = -2
- PAFAH2 inh = 3
- PAFAH1B3 inh = 5

C/C(=N\NC(=O)c1ccc(Cl)cc1)c1cccs1
- PAFAH1B2 FP inh = -1
- PAFAH2 inh = -5
- PAFAH1B3 inh = 3

O=C(O)c1ccc2c(c1)C(=O)N(CCc1c[nH]c3ccccc13)C2=O
- PAFAH1B2 FP inh = 5
- PAFAH2 inh = 15
- PAFAH1B3 inh = 4

CCCc1ccc2oc(C(=O)NCCN3CCCC(O)C3)c(C)c2c1 (configuration not stated)
- PAFAH1B2 FP inh = 3
- PAFAH2 inh = -1
- PAFAH1B3 inh = 0

The listing picks up with the 6 entries that preceded the break.
PAFAH1B2 FP inh,PAFAH2 inh,PAFAH1B3 inh,compound
2,-2,6,N#CC1(Nc2ccc([N+](=O)[O-])cc2)CCCC1
1,4,0,COc1ccccc1NC(=O)NC1CCCCCCC1
15,3,-3,COc1cc(C(=O)NC2CC(C)(C)CC(C)(C)C2)ccc1OC1CCN(C(C)=O)CC1
3,2,10,Cc1cc(Cl)ccc1OCC(=O)NC(=S)Nc1ccc(Cl)cn1
-3,-10,6,O=C(Nc1cccc2ccccc12)NC1CCCCC1
1,-6,18,NC(=O)C1CCN(C(=O)CSc2nc3ccccc3o2)CC1
-3,1,8,CN(C(=O)CSc1nnc(Cc2cccs2)n1C1CC1)C1CCS(=O)(=O)C1 (configuration not stated)
-3,-2,10,c1ccc(CCCNCCCn2cnc3c(OCc4ccccc4)ncnc32)cc1
1,0,5,Cc1ccn2cc(-c3cc4ccccc4oc3=O)nc2c1
1,4,16,Oc1c(Br)cc(Br)c2cccnc12
5,5,8,Nc1nc2cc(Br)ccc2o1
7,-1,6,Cc1ccc(-n2c(O)c(C=Nc3ccccc3-c3n[nH]c(=S)[nH]c3=O)c3ccccc3c2=O)cc1C
12,15,17,O=C(O)c1c[nH]c2c([N+](=O)[O-])cccc2c1=O
5,-10,-5,COc1cccc(CC(NC(C)=O)C(=O)NC2CCN(C(=O)c3ccncc3)CC2)c1OC (configuration not stated)
-4,-6,3,COc1cc(C=O)ccc1OCC(=O)Nc1ccccc1N1CCOCC1
-2,5,9,COc1ccc(NS(=O)(=O)c2ccc(C)c(C(=O)N3CCN(Cc4cc(OC)ccc4OC)CC3)c2)cc1
-1,-5,-1,CN1C(=O)/C(=C\c2ccc(N(C)C)cc2)OC1=S
5,3,14,CCOC(=O)c1c(CN2CCNCC2)nc2ccc(Cl)cc2c1-c1ccccc1
0,0,10,Cc1ccc2[nH]cc(CCNC(=O)c3cccs3)c2c1
2,-2,-7,CCCCn1c(N)c(N(CCOC)C(=O)CC(NC(=O)c2ccccc2Cl)c2ccccc2)c(=O)[nH]c1=O (configuration not stated)
-6,1,3,Cn1ncc2c(Nc3ccc([N+](=O)[O-])cc3)nc(Cl)nc21
2,6,7,O=C(Cn1ccc(=O)[nH]c1=O)Nc1ccc(O)c([N+](=O)[O-])c1
6,-4,-1,CCOC(=O)c1oc2cc(O)cc(C)c2c1C
3,0,5,Cc1cc2c(cc(C(=O)OC(C)C(=O)NCc3ccccc3)n2C)o1 (configuration not stated)
7,-3,5,O=C(Cn1cc(COc2ccc(C(=O)c3ccccc3)cc2)nn1)c1ccc(O)cc1
-5,-2,2,O=C(NCCc1ccccc1)c1ccc(Cl)c(S(=O)(=O)N2CCOCC2)c1
0,1,-2,CC1CCN(C(=O)CCCl)c2ccccc21 (configuration not stated)
0,0,5,COc1cc(NC(=O)NCC2CCN(Cc3ccccc3F)CC2)cc(OC)c1
0,-6,-1,COc1ccc(CCN(C)C(=O)CNC(=O)c2ccc3c(c2)OCO3)cc1OC
0,0,1,CC(=O)c1ccc(N2CCN(C(=O)c3ccc(Cl)c(S(=O)(=O)NC4CC4)c3)CC2)c(F)c1
5,0,7,CSCCC(NS(=O)(=O)c1ccc(C)cc1)C(=O)N(C)CC(=O)Nc1ccccc1Br (configuration not stated)
1,-6,6,Cc1[nH]n(-c2ccccc2)c(=O)c1/C=C1/C=c2ccccc2=N1
1,-1,4,CCc1ccc(/C=N/NC(=O)Cc2ccc(OC)c(OC)c2)s1
0,10,6,COc1ccc(CN(C)C(=O)c2cccc(S(=O)(=O)N3CCCc4ccccc43)c2)c(OC)c1OC
2,0,-4,Cc1noc(NS(=O)(=O)c2ccc(NC(=O)c3oc4ccc(F)cc4c3C)cc2)c1C
8,2,6,O=C1c2ccccc2C(Nc2ccccc2)N1c1ccc(Cl)cn1 (configuration not stated)
1,35*,3,COc1ccc(C(=O)OCC(=O)NC(Cc2ccccc2)C(C)=O)cc1S(=O)(=O)N1CCCC1 (configuration not stated)
7,3,5,O=C(NCCN1CCN(c2ccccc2)CC1)Nc1ccccc1Br
8,14,18,CCc1ccc(S(=O)(=O)ON2C(=O)c3ccccc3C2=O)cc1
1,4,1,CC(=O)NCCC(=O)Nc1nc(-c2c[nH]c3ccccc23)cs1
6,5,0,CCS(=O)(=O)c1ccc(C=NNc2nc3ccccc3o2)cc1
-10,-20,-15,Cc1[nH]c(=O)nc(NN=Cc2ccc(Cl)cc2)c1C(=O)Nc1ccc(Cl)cc1
-1,23,-3,COc1ccc(N2C(=O)c3cccc4c(N(C)CCO)ccc(c34)C2=O)cc1
1,20,5,O=C(COc1cc(Cl)ccc1Cl)N1CCNC1=O
6,5,4,C[C@@H]1ON(C)[C@H]2C[C@H]3c4cc(-c5cccc(F)c5)ccc4CCN3C(=O)[C@@H]12
2,3,-1,CCCOC1CCCN(C(=O)c2cc(COc3cncc(Cl)c3)on2)C1 (configuration not stated)
6,-1,9,CC(C)OC(=O)[C@H]1[C@H](c2ccc(Cl)cc2)[C@@](C#N)(C(N)=O)[C@@H]2C=CC(C(N)=O)=CN21
1,5,3,Nc1nc(-c2ccc3c(c2)OCCO3)c(CC(=O)O)s1
3,0,9,Cc1ccc(/C=N/NC(=O)c2ccc(OC3CCCC3)cc2)o1
1,1,0,C=C(C)CNC(=S)N/N=C(\C)c1cccc(NC(C)=O)c1
2,-1,8,N=C(N1CCCc2ccccc21)N1CCCc2ccccc21
2,4,11,Cc1ccccc1OCC(=O)Nc1cccc(C(=O)O)c1
16,32*,29*,Cc1nc(NC(=O)c2ccccc2)sc1-c1csc(Nc2ccc(C(=O)O)cc2)n1
-1,0,5,CCOc1ccccc1NC(=O)COC(=O)c1ccc(S(=O)(=O)N2CCCC2)cc1
1,-8,7,COc1cc(-c2noc(C)c2C(=O)N[C@@H](CO)Cc2ccccc2)cc(OC)c1OC
-5,5,0,COc1ccc(/C=C2/C(=O)N(c3ccccc3)N=C2C)c(OC)c1
5,0,6,CCCCCOc1ccc(Br)cc1CSC(=N)N
-16,-32,-18,C[C@H](O)[C@@H]1C(=O)N2CCc3ccc(-c4ccccc4)cc3[C@@H]2C[C@@H]1N(C)C(=O)Nc1cc(Cl)cc(Cl)c1
-5,-6,12,Cc1cc(OCC(O)CN2CCCC2)ccc1C(C)C (configuration not stated)
-2,5,15,CCOc1ccccc1OCCCC(=O)N1CCN(S(=O)(=O)c2cc(F)ccc2F)CC1
4,0,12,COC(=O)c1ccc2c(c1C(=O)OC)CN(S(=O)(=O)C(C)(C)C)[C@@H]2CCO
14,8,11,CN1OC[C@@H]2CN(S(=O)(=O)c3ccccc3)[C@H](c3cccc(Br)c3)C[C@@H]21
5,4,-1,CCCCn1c(-c2ccc(Cl)cc2)nc2c(=O)n(C)c(=O)[nH]c21
-4,-2,11,CC(C#N)(CCc1ccccn1)CCc1ccccn1
2,-12,3,NC(=O)c1ccccc1OCC(=O)Nc1ccc2c(c1)OCCO2
-1,-2,1,Nc1ccccc1NC1CCCCC1

Continued.
PAFAH1B2 FP inh,PAFAH2 inh,PAFAH1B3 inh,compound
3,-1,-1,COc1cc2c(cc1NC(=O)COCC(=O)O)oc1ccccc12
1,-10,6,O=C1OCC2=C1C(c1ccc(Cl)cc1)c1cc3c(cc1O2)OCO3 (configuration not stated)
9,5,14,CCCCN(C(=O)C1CSC2(C)CCC(=O)N12)c1c(N)n(Cc2ccccc2)c(=O)[nH]c1=O (configuration not stated)
-1,1,1,O=[N+]([O-])c1cc2c(cc1CN1CCN(c3ccccc3F)CC1)OCO2
8,2,2,CN(CC(=O)Nc1cccc(F)c1)C(=O)c1sccc1-c1ccccc1
5,-3,7,CCOC(=O)C1=NNC(=O)C1
4,3,16,COc1cc(SC)ccc1C(=O)Nc1ccc2c(c1)OCO2
8,-7,11,CC(C)(C)c1ccc(/C=N/Nc2nncn2N)cc1
5,-5,3,O=C(c1cccc(C(F)(F)F)c1)C1CCCN(C(=O)/C=C/c2cnc[nH]2)C1 (configuration not stated)
1,1,-3,CC(=O)Nc1cccc(C(=O)N2CCN(S(=O)(=O)c3ccc(C4CCCCC4)cc3)CC2)c1
4,12,-2,CCCCNC(=O)N(O)C1N(/N=C/c2ccccc2O)C(=S)SC1(C)C (configuration not stated)
5,0,7,O=C(Nc1ccc(C(=O)N2CCCCC2)cc1)C1CCC1
-9,-6,4,Nc1ccc(C(=O)NN2C(=O)[C@H](Cl)C2c2ccc(Cl)cc2)cc1 (some centres not stated)
8,-1,1,CCOC(=O)C1CCCN(C/C=C/c2ccccc2)C1 (configuration not stated)
1,-4,2,O=C(NNC(=O)c1cccc2ccccc12)c1ccc(Cl)cc1Cl
1,5,-2,CCOC(=O)C(C(C)=O)c1nc(C)nc2c1nnn2Cc1ccccc1Cl (configuration not stated)
0,2,-3,Nc1ccc(S(=O)(=O)Nc2cnc3c(Cl)cccc3n2)cc1
2,5,7,Cc1ccc(SC[C@H](CC(C)C)N2CCN(CCc3ccccc3)CCC2=O)cc1
3,-9,-9,COc1ccc2o/c(=N\O)c(C(=O)Nc3ccc(C)cc3)cc2c1
3,7,-2,CCn1c(=N)c(C(=O)NC)cc2c(=O)n3cccc(C)c3nc21
5,1,2,CC1Cc2ccccc2N1C(=O)CSc1nnc(Cc2ccccc2)n1CCc1ccccc1 (configuration not stated)
5,-2,7,C[C@@H](C(=O)Nc1cc(C(F)(F)F)ccc1N1CCOCC1)N1C(=O)C2CC=CCC2C1=O (some centres not stated)
5,2,-3,CC(C)n1cc(C(=O)N2CCCC(N3CCN(c4cccc(Cl)c4)CC3)C2)cn1 (configuration not stated)
5,1,6,CC(Sc1ccc(S(=O)(=O)N2CCCCCC2)cn1)C(N)=O (configuration not stated)
7,4,11,COC1C(O)C(O)C(O)C(O)C1O (configuration not stated)
